Source: PubChem BioAssay
LYP phosphatase = inhibitors of LYP phosphatase, biochemical, fluorescence intensity, uHTS (AID 1779). recombinant LYP phosphatase, fluorescence intensity; higher % means a stronger effect. inhibition, % at 11.5 µM, or IC50 in µM where a hit was titrated. hit rate 0.054% among 290,000;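 further: plate controls were vehicle with enzyme for no effect and no enzyme for full effect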
HIV peptide binding = inhibitors of HIV fusion peptide binding, primary screen, biochemical, uHTS, fluorescence dequenching (AID 1986); cell-free peptide binding, fluorescence dequenching, 30 min; higher % means a stronger effect; one-dose inhibition, % at 20 µM; IC50 in µM for titrated hits; hit rate 0.3% among 290,000; in the data active means inhibition mostly above about 52%, no sharp cut-off; inactive means mostly below about 76%; further: some results filed as inactive read as strong as hits
Siah-1 displacement = blockers of Siah-1 interaction with plectin peptide – biochemical, fluorescence polarization, rhodamine-plectin, uHTS, primary screen (AID 1817). Siah-1 / rhodamine-plectin peptide fluorescence polarization; higher % means a stronger effect. hit rate 0.02% among 290,000. displacement, % at 20 µM; hits with a dose series show IC50 in µM;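 active means displacement of at least 50% at 20 µM, with a fluorescence ratio check between 0.3 and a set limit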;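 further: plate controls were Siah plus tracer with DMSO for no effect and tracer alone without Siah for full effect; strong numbers were not always called active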
KOR beta-arrestin-1 = kappa opioid receptor activators – cell-based, luminescence, uHTS, primary screen (AID 1777); KOR beta-arrestin recruitment, luminescence; higher % means a stronger effect; activation, % at 10 µM; hits with a dose series show EC50 in µM; hit rate 0.02% among 280,000; in the data active means activation above about 50%, passing the limit was not always enough; further: a part of the inactive calls stands beside numbers as strong as those of hits
NOD2 inhibition = NOD2 signaling inhibitors, cell-based, luminescence, uHTS, HEK293 (AID 1566); hit rate 0.63% among 290,000; HEK293 NOD2/NF-kB luciferase reporter, luminescence; higher % means a stronger effect; inhibition, % at 4 µM, or EC50 in µM where a hit was titrated; further: many of its hits are not listed in these tables
NOD1 inhibition = inhibition of NOD1-driven NF-kB reporter – cell-based, luminescence, uHTS, primary screen (AID 1578); NOD1-driven NF-kB luciferase reporter cells, luminescence; higher % means a stronger effect; one-dose inhibition, % at 4 µM; EC50 in µM for titrated hits; hit rate 1% among 290,000; in the data active means inhibition mostly above about 36%, no sharp cut-off; inactive means mostly below about 34%;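 further: HEK-293T reporter cells stimulated with the NOD1 agonist gamma-tri-DAP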
Salmonella PhoP GFP = PhoP-dependent GFP reporter repression – Salmonella Typhimurium, primary screen (AID 1863) | hit rate 0.16% among 300,000 | one-dose inhibition, % at 50 µM; IC50 in µM for titrated hits | S. Typhimurium PhoP-regulated promoter GFP reporter, 4 h; higher % means a stronger effect;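 active means inhibition over 29.93%, a cutoff 3 SD above the screen mean, later confirmed by dose response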;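 further: 0% = low Mg2+ inducing control and 100% = high Mg2+ repressing control; strong numbers were not always called active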
Myeloid diff 2 = myeloid differentiation induction; ER-HoxA9 myeloid progenitors, lysozyme-GFP differentiation, flow cytometry; calls only at 10 µM; hit rate 1% among 360,000; AID 624256;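 active means normalized GFP-positive differentiation at or above the plate's own cutoff, the solvent-only control mean plus 3 SD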;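 further: cells exposed to compound for four days before flow analysis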
KOR beta-arrestin-2 = kappa opioid receptor blockers – cell-based, luminescence, uHTS (AID 1778); inhibition, % at 10 µM; hits with a dose series show IC50 in µM; KOR beta-arrestin recruitment, luminescence, antagonist mode; higher % means a stronger effect; hit rate 0.091% among 290,000; further: strong numbers were not always called active
Myeloid diff 2 GFP+ MAC1+ % = further read-out of Myeloid diff 2, marked with its call; GFP+ MAC1+ double positive, %; measured here: differentiation confirmed by MAC1 staining
An asterisk follows results filed as active; i = inactive; x = no result given; [ ] = dose if it differs, or a comment. Unless noted, no stated cut-off is given here; in the data, active means inhibition above about 50%; inactive means the rest. A portion of the library, so the mix of outcomes need not match the whole.

SMILES	LYP phosphatase	HIV peptide binding	Siah-1 displacement	KOR beta-arrestin-1	NOD2 inhibition	NOD1 inhibition	Salmonella PhoP GFP	Myeloid diff 2	Myeloid diff 2 GFP+ MAC1+ %	KOR beta-arrestin-2
Cc1cccc(NS(=O)(=O)c2cccc([N+](=O)[O-])c2)n1	-8%	0.0%	7%	x	-16%	-27%	9%	i	0.5	3%[20 µM]
NS(=O)(=O)c1ccc(NC(=S)NNC(=O)CCC(=O)Nc2ccccc2Cl)cc1	-8%	-3.0%	11%	6.2%	6%	-10%	2%	i	0.6	-2%
Cc1ccc(C2(c3ccc(C)cc3)NC(=O)N(CC(N)=O)C2=O)cc1	-8%	-1.6%	-6%	0.4%	-10%	12%	2%	i	0.8	-4%
CC1(OC(=O)C2CCCC2)C(=O)C=C2C=C(c3ccsc3)N(CCc3c[nH]c4ccccc34)C=C2C1=O (stereo not given)	-6%	2.9%	-6%	-0.9%	16%	-1%	4%	i	0.2	27%
O=C(Nc1ncc(Cc2cccc(Cl)c2Cl)s1)c1ccc([N+](=O)[O-])cc1	3%	0.2%	1%	-6.5%	11%	54%	1%	i	0.5	-12%
Cc1cccc(-n2cc[nH]c2=S)c1	-1%	-0.7%	-1%	17%	-1%	-16%	8%	i	0.3	-8%
Cc1nc2ccc(C(=O)OCc3nnc(-c4ccccc4)o3)cc2nc1C	-10%	-2.3%	4%	-1.2%	-15%	-38%	x	i	4.4	-3%
O=C(NCc1ccccc1)N1CCN(c2ccccc2)CC1	-8%	-1.0%	0%	-4.2%	-1%	-22%	0%	i	0.4	9%
CCN(CCCNC(=O)C1CCN(S(=O)(=O)c2cnc[nH]2)CC1)c1ccccc1	-7%	0.3%	9%	-2.4%	10%	-20%	13%	i	1.5	30%
O=C(NN1CCOCC1)c1cnn2c(C(F)F)cc(-c3ccccc3)nc12	-6%	-1.3%	-7%	0.1%	-4%	-9%	-6%	i	0.7	16%
C=Cn1c(C(=O)O)ccc1-c1ccc(CC)cc1	-7%	0.7%	-3%	9.2%	-20%	-2%	-1%	i	0.1	-2%
C#CCOCCOCCOCCNc1nc(N2CCN(C(=O)C(Cc3ccc(O)cc3)n3cc(C(N)CC(C)C)nn3)CC2)nc(N2CCN(C(=O)C(Cc3cc4ccccc4[nH]3)n3cc(C(N)Cc4ccc(O)cc4)nn3)CC2)n1 (stereo not given)	-14%	2.3%	4%	5.4%	10%	-5%	0%	x	x	12%
C[C@H]1CC[C@]2(O[C@H](CCO)C[C@@H](O)[C@@H]2O)O1	-7%	-1.5%	-1%	2.7%	5%	-9%	-8%	i	2.8	19%
NC1=NC(=O)C(CC(=O)Nc2ccc3c(c2)OCO3)S1 (stereo not given)	-7%	-1.6%	-5%	-7.1%	-2%	-24%	3%	i	0.2	-14%
CCC(C#CCN1CCOCC1)(CC)OCCC#N	-7%	-3.3%	1%	4.4%	12%	-6%	-6%	i	0.8	-32%
CC(Oc1ccc(Cl)cc1Cl)C(=O)Nc1ccc(O)cc1 (stereo not given)	4%	-1.1%	-4%	2.3%	4%	-22%	5%	i	0.7	-10%
CCOc1ccccc1NC(=O)NCc1ccccc1F	-5%	-0.5%	2%	-4.5%	-5%	-52%	1%	i	0.5	-13%
COCCN1C(=O)c2cc(C(=O)Nc3ccc(C)c(F)c3)ccc2C1Nc1ccc(C)c(F)c1 (stereo not given)	-8%	1.4%	-9%	2.2%	14%	46%	-4%	i	2.9	-30%
CCN(C(=O)COC(=O)CNC(=O)c1ccc(F)cc1)C1CCS(=O)(=O)C1 (stereo not given)	-6%	-0.6%	2%	-6.0%	4%	-17%	-1%	i	0.8	2%
COc1ccc(S(=O)(=O)N(CCC(N)=O)Cc2ccco2)cc1OC	-3%	-1.1%	3%	0.9%	25%	1%	-6%	i	1.1	11%
c1ccc(CCCc2nc(-c3ccccn3)no2)cc1	36%	0.9%	-1%	-1.6%	-56%	-58%	-6%	i	7.0	3%
CCn1cc(/C=C/C(=O)Nc2ccn(Cc3c(F)c(F)cc(F)c3F)n2)cn1	-1%	1.8%	-2%	1.5%	4%	-15%	-2%	i	0.2	7%
CCOc1ccc(NC(=O)CN(C)C(=O)CCCOc2ccc(Cl)c(C)c2)cc1OCC	3%	0.6%	-3%	7.5%	-4%	-25%	-5%	i	3.3	-19%
Cc1c(C(=S)Nc2ccccc2)cnn1-c1ccccc1	-4%	-1.0%	4%	4.1%	-43%	24%	-10%	i	0.5	-8%
CCOC(=O)C1=C(CN2CCN(C(=O)c3ccco3)CC2)NC(=O)NC1c1ccc(F)cc1 (stereo not given)	-3%	2.3%	9%	-2.7%	14%	-24%	-2%	i	0.4	11%
COCCn1c(-c2ccccc2)nc2oc3cc(OC)ccc3c(=O)c2c1=O	-2%	-2.3%	1%	3.4%	23%	13%	5%	i	6.6	10%
CNC(=S)N1CCC(NC(=O)C(Cc2ccc(OC)cc2)NC(C)=O)CC1 (stereo not given)	-6%	-0.1%	-3%	3.3%	1%	-19%	-6%	i	1.0	-52%[20 µM]
CCCN(C(=O)CCNC(=O)Cn1cnc2ccccc2c1=O)c1cccc(C)c1	-8%	0.9%	-4%	-1.5%	-5%	-23%	4%	i	0.4	1%
O=C(O)COc1ccc(/C=N/NC(=O)COc2nsnc2N2CCOCC2)cc1	-9%	0.3%	-4%	6.8%	8%	22%	-4%	i	0.8	-6%
COc1ccccc1-c1nnc(NC(C)=O)s1	3%	-2.6%	2%	-0.3%	-80%	x	-6%	i	1.1	-15%
C/C(N)=C(/C#N)C(=O)COC(=O)c1ccc(NC(N)=O)cc1	-4%	2.5%	-1%	4.5%	13%	-5%	-9%	i	0.2	-14%
O=C(Nc1ccc(S(=O)(=O)N2CCCC2)cc1)c1c(F)cccc1F	-6%	-0.8%	-4%	8.6%	9%	-13%	2%	i	1.9	28%
CCC(C)COC(=O)c1ccc(C(=O)O)cc1 (stereo not given)	-1%	-1.1%	2%	3.4%	-5%	1%	-2%	i	0.5	8%
CC1(C)C2CC=C(/C=N/NC(=O)c3ccccc3Br)C1C2 (stereo not given)	1%	-1.3%	5%	-3.3%	2%	-10%	2%	i	0.3	0%
C1CN(CC2CCN(c3nc4nonc4nc3N3CCSCC3)CC2)CCO1	-9%	0.0%	-3%	6.1%	1%	5%	-3%	i	0.1	-4%
CCOC(=O)c1ncn2c1C(=O)OC2(C)C	-7%	-2.8%	2%	-7.7%	18%	12%	-7%	i	0.9	-27%
COc1ccc(OC)c(NC(=O)c2c(NC(=O)CCC(=O)O)sc3c2CCCCC3)c1	1%	22%	4%	1.9%	6%	-24%	-7%	i	0.5	-23%
COCCn1c(SCC(=O)Nc2nc(C)cs2)nnc1C(C)C	-11%	-0.4%	1%	0.9%	-4%	-11%	9%	i	1.0	-31%
O=C(COC(=O)c1cc(=O)[nH]c2ccccc12)Nc1nc(-c2ccccc2)cs1	6%	0.8%	-1%	-1.8%	-48%	-24%	-4%	i	0.7	-71%[20 µM]
CCOP(=O)(c1ccccc1)C1(C#N)CC1 (stereo not given)	-5%	0.9%	9%	-1.2%	12%	-6%	-4%	i	0.4	-11%
C/C(=N\NC(=O)CNc1cccc2ccccc12)c1ccccc1	-4%	8.2%	36%	16%	5%	-41%	-2%	i	0.5	-17%
CCCn1c(SCC(=O)N2CCOCC2)nnc1-c1ccncc1	-8%	1.8%	2%	0.8%	-2%	-32%	-8%	i	1.6	-39%
CC(C)c1ccc(C(=O)NCCCN(C)C)cc1	0%	0.7%	0%	-0.8%	0%	-58%	4%	i	0.8	-10%
COc1ccccc1N1CCN(C(=O)c2cccc(Oc3ccccc3)c2)CC1	-2%	-1.7%	22%	-7.0%	16%	4%	4%	i	0.4	-4%
CCOC(=O)C(Cc1ccccc1)C(=O)Nc1ccc(NC(=O)C(Cc2ccccc2)C(=O)OCC)cc1 (stereo not given)	-7%	-1.9%	-7%	4.8%	11%	22%	-5%	i	0.2	-82%
CCC(C(=O)Nc1cccc(OC)c1)n1nc(C)c2c(C)n(-c3ccccc3)nc2c1=O (stereo not given)	-8%	0.9%	3%	5.0%	21%	14%	5%	i	0.9	-19%

Profiles, quoted from the list. Screens in order: LYP phosphatase, HIV peptide binding, Siah-1 displacement, KOR beta-arrestin-1, NOD2 inhibition, NOD1 inhibition, Salmonella PhoP GFP, Myeloid diff 2, Myeloid diff 2 GFP+ MAC1+ %, KOR beta-arrestin-2
CCC(C(=O)Nc1cccc(OC)c1)n1nc(C)c2c(C)n(-c3ccccc3)nc2c1=O (stereo not given) as listed: -8%, 0.9%, 3%, 5.0%, 21%, 14%, 5%, i, 0.9, -19%
CCOC(=O)C(Cc1ccccc1)C(=O)Nc1ccc(NC(=O)C(Cc2ccccc2)C(=O)OCC)cc1 (stereo not given) as listed: -7%, -1.9%, -7%, 4.8%, 11%, 22%, -5%, i, 0.2, -82%
C/C(=N\NC(=O)CNc1cccc2ccccc12)c1ccccc1 as listed: -4%, 8.2%, 36%, 16%, 5%, -41%, -2%, i, 0.5, -17%
CCCn1c(SCC(=O)N2CCOCC2)nnc1-c1ccncc1 as listed: -8%, 1.8%, 2%, 0.8%, -2%, -32%, -8%, i, 1.6, -39%

A draw from above in order of molar mass, largest number first.
SMILES	LYP phosphatase	HIV peptide binding	Siah-1 displacement	KOR beta-arrestin-1	NOD2 inhibition	NOD1 inhibition	Salmonella PhoP GFP	Myeloid diff 2	Myeloid diff 2 GFP+ MAC1+ %	KOR beta-arrestin-2
CCN(CCCNC(=O)C1CCN(S(=O)(=O)c2cnc[nH]2)CC1)c1ccccc1	-7%	0.3%	9%	-2.4%	10%	-20%	13%	i	1.5	30%
O=C(COC(=O)c1cc(=O)[nH]c2ccccc12)Nc1nc(-c2ccccc2)cs1	6%	0.8%	-1%	-1.8%	-48%	-24%	-4%	i	0.7	-71%[20 µM]
CCn1cc(/C=C/C(=O)Nc2ccn(Cc3c(F)c(F)cc(F)c3F)n2)cn1	-1%	1.8%	-2%	1.5%	4%	-15%	-2%	i	0.2	7%
Cc1ccc(C2(c3ccc(C)cc3)NC(=O)N(CC(N)=O)C2=O)cc1	-8%	-1.6%	-6%	0.4%	-10%	12%	2%	i	0.8	-4%
